Growth percent in the NCI-60 one-dose screen (48 h, 10 µM unless noted): 100 = growth as untreated, 0 = no growth, -100 = all killed.
PC-3: PC-3 prostate cancer cells; hit rate 3.9% among 80,000; AID 1794754
SF-268: SF-268 CNS cancer cells | hit rate 3.1% among 82,000 | AID 1794759
SF-295: SF-295 CNS cancer cells. AID 1794758. hit rate 5.6% among 79,000
SNB-19: SNB-19 CNS cancer cells; hit rate 2.5% among 81,000; AID 1794751
U251: U251 CNS tumor cells | hit rate 5.4% among 80,000
DU-145: DU-145 prostate cancer; hit rate 4.2% among 81,000; AID 1794760
OVCAR-8: OVCAR-8 ovarian cancer. hit rate 4.4% among 81,000. AID 1794782
SF-539: SF-539 CNS cancer; hit rate 6.8% among 81,000
* hit, by the source's call; . = not tested or not shown; & = joins results of further samples. How the source made its calls: active means growth percent below 10; inactive means the rest.

SMILES	PC-3	SF-268	SF-295	SNB-19	U251	DU-145	OVCAR-8	SF-539
CC1=C(c2ccc3c(c2)[nH]c2ccccc23)[C@@]2(CCCO)c3cc4c(cc3CC[C@H]2[C@@H]1C)OCO4	81	86	98	101	92	103	95	91
C=C(Cl)COC(=O)C(C)(C)O	93	101	102	105	100	102	99	102
CCc1ccccc1-n1c(-c2ccc(O)cc2)cc(-c2ccc(Cl)cc2)c(C#N)c1=O	77	95	86	120	104	100	94	105
CN(C)c1ccc(/C=N/NC(=O)Cn2nc(-c3ccccc3)ccc2=O)cc1	97	95	92	86	84	106	78	91
CS(=O)(=O)Cc1cnc(C2OCCO2)s1	92	93	98	112	97	106	104	95
c1coc(-c2nc(N3CCOCC3)nc3cc(-c4cccs4)nn23)c1	103	120	.	103	94	104	93	92
N#CS/C=C/SC#N	94	99	101	103	102	103	109	107
CCCCN=C(N)N	105	110	117	112	105	109	115	115
O=C(COc1ncnc2sc3c(c12)CCCC3)N/N=C/c1ccc(Cl)cc1	96	96	101	90	84	107	103	102
CCn1c2c(c3ccccc31)SC1c3cccn3CCN1C2=S (stereo unspecified)	89	96	106	96	94	102	94	98

3 entries out of the list, ordered by molecular weight, falling.
SMILES	PC-3	SF-268	SF-295	SNB-19	U251	DU-145	OVCAR-8	SF-539
CCn1c2c(c3ccccc31)SC1c3cccn3CCN1C2=S (stereo unspecified)	89	96	106	96	94	102	94	98
CS(=O)(=O)Cc1cnc(C2OCCO2)s1	92	93	98	112	97	106	104	95
N#CS/C=C/SC#N	94	99	101	103	102	103	109	107

Following part:
SMILES	PC-3	SF-268	SF-295	SNB-19	U251	DU-145	OVCAR-8	SF-539
COc1ccc(OC)c(Nc2nnc(-c3ccc(Cl)cc3)o2)c1	88	55	29	58	2.5*	70	85	51
CC(C)N(CCOC(=O)c1cc(I)c(-c2ccccc2)cc1O)C(C)C	87	99	87	98	101	108	90	102
Cc1[nH]c2ccccc2c1CCNC(=O)c1ccc(-c2nn[nH]n2)cc1	.	94	99	92	102	105	97	96
O=C1Nc2ccc([N+](=O)[O-])cc2C1=Nc1ccccc1	94	99	91	97	106	114	106	92
Cc1ccc(NC(=O)Nc2nccnc2OCc2ccc(F)cc2)cc1	88	100	97	93	99	113	101	99
Cc1ccc(Nc2cc(N)nc(N)n2)cc1C	86	109	102	102	113	109	105	95
O=[N+]([O-])c1cccc(C2NC(=S)Nc3c2sc2ccc(Cl)cc32)c1 (stereo unspecified)	85	96	95	91	96	109	96	84
COc1ccc(/C=C/C(=O)c2ccc(NC(=O)CSc3nnc(-c4cc(-c5ccc(S(C)(=O)=O)cc5)nc5ccccc45)n3-c3ccccc3)cc2)cc1	93	85	113	91	90	114	92	94
Nc1nn2c(-c3cc4cc(Br)ccc4oc3=O)ccnc2c1N=Nc1ccccc1	14	-28*	9.1*	-55*	-11*	37	-15*	-84*
Brc1ccc(COc2ccc(Nc3ncnc4onc(-c5ccccc5)c34)cc2)cc1	86	97	83	96	99	100	95	99

Six entries from above, as comma-separated lines:
smiles,PC-3,SF-268,SF-295,SNB-19,U251,DU-145,OVCAR-8,SF-539
O=C(COc1ncnc2sc3c(c12)CCCC3)N/N=C/c1ccc(Cl)cc1,96,96,101,90,84,107,103,102
CCn1c2c(c3ccccc31)SC1c3cccn3CCN1C2=S (stereo unspecified),89,96,106,96,94,102,94,98
COc1ccc(OC)c(Nc2nnc(-c3ccc(Cl)cc3)o2)c1,88,55,29,58,2.5*,70,85,51
CC(C)N(CCOC(=O)c1cc(I)c(-c2ccccc2)cc1O)C(C)C,87,99,87,98,101,108,90,102
Cc1[nH]c2ccccc2c1CCNC(=O)c1ccc(-c2nn[nH]n2)cc1,.,94,99,92,102,105,97,96
O=C1Nc2ccc([N+](=O)[O-])cc2C1=Nc1ccccc1,94,99,91,97,106,114,106,92

Carrying on.
SMILES	PC-3	SF-268	SF-295	SNB-19	U251	DU-145	OVCAR-8	SF-539
Cc1nnc(NS(=O)(=O)c2ccc(NC3=C(Cl)C(=O)c4ncccc4C3=O)cc2)s1	91	98	106	98	116	103	101	102
Nc1nc(NS(=O)(=O)c2ccccc2)ncc1-c1nc2ccccc2[nH]1	99	96	104	96	97	112	104	95
C=CCN(CC=C)C(=O)OC(C)C	95	113	146	100	107	123	104	114
O=C(c1ccc(O)cc1)C1[C@H](c2ccccc2Br)[C@@H](c2ccccc2)NC12C(=O)Nc1ccccc12 (stereo partly specified)	18	49	28	58	7.5*	63	30	55
CC1=C/C(=C(/c2ccccc2S(=O)(=O)O)c2cc(C)c(O)c(CN(CC(=O)O)CC(=O)O)c2C)C(C)=C(CN(CC(=O)O)CC(=O)O)C1=O	82	102	103	102	95	109	102	101
CCCCOC(=O)C(C)OCCC#N (stereo unspecified)	99	101	98	107	95	104	105	96
CCc1onc(-c2ccc(OC)cc2)c1-c1ccccc1OCCN(CC)CC	75	86	79	91	94	97	96	90
CC(=O)Nc1c(O)c2ccccc2c2ccccc12	86	100	106	100	104	109	101	96
COc1ccc(/C=C2\CC/C(=C\c3ccc(OC)cc3)C2=O)cc1	92&92	102&99	102&89	94&104	93&101	108	105&98	108&107
Cc1ccc(C)c2c1sc1nncn12	88	101	98	101	99	111	95	102
O=C(N[C@H]1C(O)[C@H](O)C(CO)O[C@H]1O)NS(=O)(=O)c1ccccc1Cl (stereo partly specified)	103	102	99	103	107	113	110	98
N=c1ccn2c(n1)OC1C(O)C(CO)OC12 (stereo unspecified)	.	41	37	44	38	12	29	25
CCOC(=O)c1c(C)nc2c(c1N)CC(=O)N2c1ccccc1	87	100	97	103	97	107	109	103
Cc1nc(-c2cc3ccccc3c(=O)o2)cs1	73	108	108	95	90	108	98	108
COc1cc(C)cc(-c2c(-c3cc(N4CC(O)C4)nc(-c4cccnc4)n3)cnn2C)c1	83	99	93	91	91	89	93	94
C#CC[C@@H]1C[C@]2(C)[C@H]3CC[C@@H]4[C@H]5C(C(=C)C)CC[C@]5(C(=O)NCCCCN)CC[C@@]4(C)[C@]3(C)CC[C@H]2C(C)(C)[C@H]1OC(C)=O (stereo partly specified)	6.3*	92	.	-57*	-87*	-78*	-48*	-83*
COc1nccnc1NS(=O)(=O)c1ccc(NC2=C(Cl)C(=O)c3ncccc3C2=O)cc1	80	104	106	98	95	103	102	101
Cc1ccc(-c2nc(P(=O)(O)O)c(S(=O)(=O)c3ccc(C)cc3)o2)cc1	109	105	110	106	106	106	100	96
COc1cc(C2c3cc4c(cc3C3OC(=O)C2C3CO)OCO4)cc(OC)c1OC (stereo unspecified)	19	30	3.2*	47	20	-42*	3.3*	-7.0*
Oc1cccnc1Cl	98	114	109	104	86	111	89	104
Cc1cccc(C)c1-n1cnc2ccccc2c1=O	83	110	94	101	98	119	110	93
Cc1ccccc1N(C)c1nc(N)nc2[nH]ncc12	107	99	90	102	99	105	106	109
CC1(C)CC2(C)OC2C2(C1)N=NC(=Nc1ccccc1)O2 (stereo unspecified)	63	83	66	86	84	67	78	84
O=C(O)c1cc(O)c2c(c1)[C@@H]([C@H]1c3cc(C(=O)O)cc(O)c3C(=O)c3c(O[C@H]4O[C@H](CO)[C@@H](O)[C@H](O)[C@H]4O)cccc31)c1cccc(O[C@H]3O[C@H](CO)[C@@H](O)[C@H](O)[C@H]3O)c1C2=O	85	105	86	96	88	102	88	100
O=C(CC(O)c1ccncc1)c1ccccc1O (stereo unspecified)	.	111	105	96	104	121	119	103
COc1ccc(C2=Nc3c(N)nc(N)nc3NC(c3ccc(Oc4nc(Nc5ccc(F)cc5)nc(N(C)C)n4)c(OC)c3)C2)cc1 (stereo unspecified)	49	62	86	77	65	69	82	72
NS(=O)(=O)c1ccc(CCn2c(SCC(=O)N/N=C/c3ccccc3)nc3ccccc3c2=O)cc1	88	96	92	102	104	99	75	103
Cc1ccc2nc3ccccc3c(NCc3ccc(Cl)cc3)c2c1	39	79	44	50	25	51	52	40
O=c1c2sc3ncc(Br)cc3c2ncn1-c1ccccc1	100	73	.	79	52	93	.	43
CN(C)CCC=C1c2ccccc2C(C)(C)c2ccccc21	56	96	67	86	79	36	89	61
COc1ccc2oc3c(C)c4c(c(C)c3c2c1)C(=O)N(CCCO)C4=O	85	103	.	89	112	80	104	105
O=[N+]([O-])c1cc(Br)cc(-c2c(Br)cc([N+](=O)[O-])cc2Br)c1	69	95	87	107	83	95	92	100
N#CCNC(=O)OCc1ccccc1	99	111	94	101	102	109	100	99
Cc1cc(O)c(C(C)C)cc1N=Cc1cc([N+](=O)[O-])ccc1O	.	92	121	.	100	103	96	93
O=C(Nc1ccc(C2=NCCN2)cc1)c1ccc(C(=O)Nc2ccc(C3=NCCN3)cc2)c(Cl)c1	98	99	102	103	96	111	100	98
NCCCNc1nc(-c2ccccn2)nc2sc3c(c12)CCCCC3	80	95	103	97	104	103	115	94
CC1=NOC(=O)/C1=C\c1ccc(N(C)C)cc1	97	100	98	95	99	107	101	95
CCCCCCCCCCCc1nc(-c2cc(OC)c(OC)c(OC)c2)no1	.	97	105	105	107	111	101	92
OCC[C@@H]1C[C@@H]1c1cc2ccccc2o1	96	100	97	101	98	110	105	100
COc1ccc(C2N=C3C(c4ccccc4)=NOC3C(=O)N2)cc1 (stereo unspecified)	101	109	106	101	105	108	110	105
Cn1c(N)c(C(=O)CC#N)c(=O)n(C)c1=O	98	104	105	99	99	106	102	101
CCCC[N+](CCCC)=c1ccc2nc3c(C)cc(N(CC)CC)cc3sc-2c1	-14*	10	-24*	.	-11*	14	5.8*	-62*
O=C(Nc1ccc(Cl)c(Cl)c1)NS(=O)(=O)c1cnccc1Oc1ccc(F)cc1	22	81	14	57	57	78	55	90
COc1cc(-c2n/c(=C\c3c(O)[nH]c4ccccc34)cc3c2=Nc2ccccc2-3)cc(OC)c1OC	30	19	8.6*	38	12	11	11	1.2*
C[Si](C)(C)C(c1ccccc1)c1ccccc1	80	104	109	111	100	102	102	111
O=C(CSc1nc2ccc(Cl)cc2c(=O)n1-c1ccc(Cl)cc1)NNS(=O)(=O)c1ccccc1	66	54	61	41	39	65	77	63
O=C(Nn1cnc2ccccc21)N1CCCC1	106	117	99	110	100	102	106	92
CCN=C1C=CC(=C(c2ccc(N(C)C)cc2)c2ccc(N(C)C)cc2)c2ccccc21	-4.8*	-8.8*	-38*	15	-3.2*	2.0*	-8.4*	-57*
COc1ccc(CCN2C(=O)/C(=C/c3ccc(C4Oc5ccccc5C5CC(c6ccccc6)=NN54)cc3)SC2=S)cc1 (stereo unspecified)	98	99	105	94	101	110	108	99
OCC(O)C(O)C(O)c1cnn(-c2ccccc2)n1 (stereo unspecified)	90&99	99&100	97&103	97&105	96&109	105&110	102&107	92&114

The list continues.
SMILES	PC-3	SF-268	SF-295	SNB-19	U251	DU-145	OVCAR-8	SF-539
COc1cccc(C=C2C(=O)OC(C)(C)OC2=O)c1	89	100	98	99	89	101	95	101
COc1ccc(C2CC(c3ccc(Nc4nc(NCCO)nc(Nc5ccc(Cl)cc5)n4)cc3)=Nc3c(N)nc(N)nc3N2)cc1 (stereo unspecified)	63	82	82	77	66	73	40	84
CC[N+](CC)(CC)CCCC[P+](CC)(CC)CC	96	105	.	99	92	109	97	97
CC(=O)c1ccc(Nc2nc(NCCO)nc(N3CCOCC3)n2)cc1	97	91	101	98	104	104	100	89
O=C1OC(c2cccc3c(F)cccc23)c2ccccc21 (stereo unspecified)	107	92	112	93	92	112	98	100
O=C(c1ccc(Cl)cc1)C1[C@H](c2ccccc2Cl)[C@@H](c2ccccc2)NC12C(=O)Nc1ccc(Br)cc12 (stereo partly specified)	-28*	-45*	-88*	-55*	-72*	-35*	-77*	-85*
Nc1nc(Cl)c2c(C(F)(F)F)cn(CC3CCNCC3)c2n1	93	96	105	61	45	109	-16*	107
CCOC(=O)[C@@H]1C[C@H]1c1ccccc1	93	102	99	98	95	105	99	97
COc1cc(O)c(C(C)=O)c(OC)c1O	89	96	103	104	98	110	92	96
N#Cc1ccc(C(=O)CSc2nnc3n4c(nn23)SCC(c2ccccc2)=N4)cc1	106	102	113	97	111	106	106	102
CS(=O)(=O)O[C@@H]1C(=O)N(c2cc3c4ccccc4ccc3c3ccccc23)[C@H]1c1ccc(F)cn1	35	43	9.5*	38	29	11	27	16
COc1cc(/C=C/C(=O)c2ccccc2)ccc1Oc1nc(Nc2ccc(F)cc2)nc(N(C)C)n1	30	42	26	3.3*	5.2*	54	22	-8.6*
NC(=O)C(F)(F)F	84	100	98	103	104	110	106	99
Clc1ccc(CSc2ncc(Br)c(Nc3cc(Cl)ccc3Cl)n2)cc1	109	124	107	107	109	119	115	100
Cc1nn(-c2ccc(-c3ccc(OC(F)(F)F)cc3)cc2)c2nc(-c3ccccc3)nc(N)c12	93	97	110	91	85	104	93	100
CN1CC[C@@H](c2c(O)cc(O)c3c(=O)cc(-c4ccccc4Cl)oc23)[C@@H](O)C1	-49*	9.1*	7.5*	14	8.6*	1.6*	.	-31*
O=C(/C=C/c1ccc(Cl)cc1)n1nnnc1-c1ccccc1	95	98	100	91	98	119	98	88
Cc1noc(N)c1C(=O)Nc1ccc(Cl)cc1	97	95	95	108	99	111	101	94
O=C(O)C1CCCCN1c1nc(Cl)nc(Cl)n1 (stereo unspecified)	99	99	101	102	104	107	99	93

Screening results from PubChem.
